From PubChem
14-3-3 PPI – modulators of human 14-3-3 gamma - Raf peptide interaction | inhibition, % at 40 µM | FP, 14-3-3gamma / TMR-pS259-Raf peptide binding | actives 0.19% (n = 160,000); in the data active means inhibition above about 30%;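 further: 0% = protein plus tracer without compound and 100% = blank with tracer alone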
Target sequence (P61981 whole entry, looked up): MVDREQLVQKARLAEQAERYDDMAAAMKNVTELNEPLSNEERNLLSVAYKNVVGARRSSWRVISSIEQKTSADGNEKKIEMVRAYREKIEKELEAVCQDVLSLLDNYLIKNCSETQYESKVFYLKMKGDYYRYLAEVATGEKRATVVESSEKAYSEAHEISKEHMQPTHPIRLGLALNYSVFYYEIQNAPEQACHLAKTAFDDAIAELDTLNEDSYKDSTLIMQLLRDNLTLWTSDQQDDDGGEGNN
An asterisk follows results filed as active; & = joins results of further samples.

The first 5 records as a preview:
canonical_smiles,14-3-3 PPI
CCCCCn1c(CN2CCCCC2CC)nc2c1c(=O)n(C)c(=O)n2C (configuration not stated),4.3
O=S(=O)(NCc1ccccc1)c1ccc2c(c1)OCCO2,-7.4
CS(=O)(=O)Nc1ccc(C2=NN(S(C)(=O)=O)C(c3ccc(F)cc3)C2)cc1 (configuration not stated),-175.9
COc1ccc(OC)c(C(=O)c2coc3ccc(O)c(CN4CCOCC4)c23)c1,-2.0
COC(=O)C1=CN(c2cccc(C(F)(F)F)c2)C=C(C(=O)OC)C1c1ccc([N+](=O)[O-])cc1,-16.0

The whole of this part (from the top)
canonical_smiles,14-3-3 PPI
CCCCCn1c(CN2CCCCC2CC)nc2c1c(=O)n(C)c(=O)n2C (configuration not stated),4.3
O=S(=O)(NCc1ccccc1)c1ccc2c(c1)OCCO2,-7.4
CS(=O)(=O)Nc1ccc(C2=NN(S(C)(=O)=O)C(c3ccc(F)cc3)C2)cc1 (configuration not stated),-175.9
COc1ccc(OC)c(C(=O)c2coc3ccc(O)c(CN4CCOCC4)c23)c1,-2.0
COC(=O)C1=CN(c2cccc(C(F)(F)F)c2)C=C(C(=O)OC)C1c1ccc([N+](=O)[O-])cc1,-16.0
CC(C)CC(=O)N1CCN(Cc2cccc(Oc3ccccc3)c2)CC1,3.7
CCCn1c(C(C)NC(=O)C(C)(C)C)nc2ccccc21 (configuration not stated),12.7
COc1ccc(-c2csc(/C(C#N)=C(\O)CSc3nccn3C)n2)cc1OC,-15.4

Looked up above.
`CS(=O)(=O)Nc1ccc(C2=NN(S(C)(=O)=O)C(c3ccc(F)cc3)C2)cc1` (configuration not stated) in 14-3-3 PPI shows -175.9
`CC(C)CC(=O)N1CCN(Cc2cccc(Oc3ccccc3)c2)CC1` in 14-3-3 PPI shows 3.7
`O=S(=O)(NCc1ccccc1)c1ccc2c(c1)OCCO2` in 14-3-3 PPI shows -7.4
`COc1ccc(OC)c(C(=O)c2coc3ccc(O)c(CN4CCOCC4)c23)c1` in 14-3-3 PPI shows -2.0
`COc1ccc(-c2csc(/C(C#N)=C(\O)CSc3nccn3C)n2)cc1OC` in 14-3-3 PPI shows -15.4
`CCCn1c(C(C)NC(=O)C(C)(C)C)nc2ccccc21` (configuration not stated) in 14-3-3 PPI shows 12.7

Additional results follow.
canonical_smiles,14-3-3 PPI
COc1nc(NC(C)(C)C)nc(Oc2ccc(=O)n(-c3ccccc3)n2)n1,-5.6
CCC(C)N=Cc1c(NCCO)nc2c(C)cccn2c1=O (configuration not stated),2.2
COc1cc(C(C(=O)NC(C)(C)C)N(Cc2ccccc2)C(=O)c2cnccn2)cc(OC)c1OC (configuration not stated),0.6
Cc1ccc(OCC(=O)N2CCN(S(=O)(=O)c3ccc(Cl)cc3)CC2)cc1,1.1
CN1C(=O)NC(c2ccccc2)C2=C1CN(Cc1ccccc1)C2=O (configuration not stated),2.6
CCn1cc(SCC(=O)Nc2cc(C)ccc2C)c2ccccc21,12.2
Cc1cccc(CC2SC(=Nc3ccccc3)NC2=O)c1 (configuration not stated),0.1
CCOC(=O)c1ccc(N=c2oc3c(C)ncc(CO)c3cc2C(N)=O)cc1,-5.8
O=C(Nc1ccc2c(c1)OCCO2)C(F)(F)F,-5.5
Cn1c(NC(=O)c2ccco2)cc(=O)n(C)c1=O,3.2
CCOc1cc(C(=O)O)cc(Cl)c1OCC#N,-1.2
O=C(O)CN1C(=O)c2cc([N+](=O)[O-])cc3cc([N+](=O)[O-])cc(c23)C1=O,-39.9
CN1C(=O)c2ccccc2C(C(=O)NCc2ccco2)C1c1cccs1 (configuration not stated),-3.2
COc1ccc(-n2nc3c(c2NC(=O)c2ccc(OC(C)C)cc2)CS(=O)C3)cc1 (configuration not stated),-12.8
O=C(CCS(=O)(=O)c1ccc(Br)cc1)Nc1cccc(C(F)(F)F)c1,-7.0
Cc1ccc(C)c(NC(=O)c2c(O)c3cccc4c3n(c2=O)CCC4)c1,-6.1
O=C1c2ccccc2C(=O)c2cc(O)ccc21,-16.6
O=C1NCCCc2c1oc1ccc(O)cc21,1.0&3.1
CCOc1cc2c(c([N+](=O)[O-])c1)NC(c1ccccc1)C1CC=CC21 (configuration not stated),-12.2
CCOc1ccccc1C(=O)Nc1ccc(CC#N)cc1,-1.3
Cc1c([N+](=O)[O-])c2ccc(O)c(CN(C)C)c2n1-c1ccccc1,-4.8
Cc1cccc(OCc2nnc(NC(=O)C(F)(F)F)s2)c1C,7.0
COc1ccc2c(c1OC)C(=O)N(c1ccccc1)C2=O,-4.7
O=C(CSc1nc(-c2cccs2)cc(C(F)(F)F)n1)N1CCCc2ccccc21,-14.8
CC(O)CNc1ncnc2nc[nH]c12 (configuration not stated),2.0
CC(C(=O)Nc1cccc2c1C(=O)c1ccccc1-2)N1C(=O)C2C3C=CC(C3)C2C1=O (configuration not stated),-15.2
C=CC[N+](C)(C)CCCNC(=O)/C=N/O,2.3
O=C(Cc1ccccc1)c1cc(O)c(O)cc1O,-2.3
CCC(=O)N1CCc2cc(S(=O)(=O)NC(CC(C)C)C(=O)N3CCCCCC3)ccc21 (configuration not stated),-9.1
CC(C)c1ccc(-c2c(C#N)c(N)nc(SC3CCCCC3=O)c2C#N)cc1 (configuration not stated),-12.3
COc1ccc(NC(=O)C2CCCN(S(=O)(=O)c3c(C)n[nH]c3C)C2)cc1OC (configuration not stated),-20.3
c1ccc(-c2ccc(C3CC(c4cccs4)n4ncnc4N3)cc2)cc1 (configuration not stated),-0.9
Cc1ccc(-c2c(C#N)c(N)nc3sc(C(=O)c4ccc(Cl)cc4)c(N)c23)cc1,-57.5
CC(C)CN1C(=O)c2ccc(C(=O)Nc3ccccn3)cc2C1=O,-7.7
Cc1ccc(CCNC(=O)CN2C(=O)CSc3ccccc32)cc1,-1.2
Nc1cc2c(cc1C(=O)c1ccc(Br)cc1)OCCO2,-1.9
CCOC(=O)c1nnn(-c2nonc2N)c1CN(CC)CC,-0.3
CC(=O)OC1c2cc(C)ccc2NC(c2ccc(Cl)cc2)C1(C)C (configuration not stated),-4.1
Nc1c(C(=O)c2ccc(Cl)cc2)sc2nc3c(c(-c4cccs4)c12)CCC3,-28.5
O=C(c1cccc(Cl)c1)N1CCN(C(=O)c2ccco2)CC1,-5.1&-8.0
O=C(c1cccc([N+](=O)[O-])c1)N1CCN(CC=Cc2ccccc2)CC1,0.0
CN(C)CC(C)(C)CNC(=O)C1CCN(Cc2ccccc2O)CC1,-5.4
Cc1ccccc1-c1nc(CN2CCCC(C(=O)NCCCN3CCOCC3)C2)c(C)o1 (configuration not stated),-2.3
Cc1ccc(N2CCN(S(=O)(=O)c3ccc(F)c(C(=O)Nc4ccc(Br)cc4)c3)CC2C)cc1 (configuration not stated),-4.1
CC(C)(C)C1CCc2c(sc(NC(=O)c3ccco3)c2C(=O)NCc2ccccc2)C1 (configuration not stated),-5.6
CCOC(=O)C1=NN(c2ccc(Br)cc2)C2C(=O)N(c3ccccc3OC)C(=O)C12 (configuration not stated),-7.5
COc1ccc(CC(=O)n2nc(-c3cccnc3)nc2N)cc1,-3.6
O=C(Nc1cccnc1)c1cnn2c(C(F)F)cc(C3CC3)nc12,3.1
O=C(O)Cc1c[nH]c2ccccc12,-35.9
CC1Cc2nc(SCC(=O)NCc3ccco3)n(C)c(=O)c2S1 (configuration not stated),-20.5
O=C1CC(c2ccccc2)CC2=C1C(c1ccc(Cl)cc1)C1=C(N2)c2ccccc2C1=O (configuration not stated),-38.8
Cc1[nH]nc(SCC(=O)NCc2ccccc2)c1[N+](=O)[O-],-7.8
COc1ccc(/C(O)=C2/C(=O)C(=O)N(CCN3CCOCC3)C2c2ccc(C)cc2)cc1 (configuration not stated),2.2
CCOc1cc(C)nc(NCCc2ccc(OC)c(OC)c2)n1,-6.7
COC(=O)c1nnn(CC(=O)Nc2ccc(OC)cc2)c1N,-4.6
CCN(CC)C(=O)c1csc(-c2ccccc2)c1-c1ccccc1,2.3

New compounds follow.
canonical_smiles,14-3-3 PPI
CCOc1ccc(C(=O)NCc2cccnc2)cc1,5.5
CCN1CCN(C(=O)c2ccc(CNS(=O)(=O)c3ccc(Br)cc3)cc2)CC1,9.6
O=C(CCS(=O)(=O)c1nc(-c2ccc3c(c2)OCO3)cc(C(F)(F)F)n1)Nc1ccccc1C(F)(F)F,-7.8
CCCn1c(N)c(C(=O)CN2CCN(S(=O)(=O)c3cccs3)CC2)c(=O)[nH]c1=O,-3.8
Cc1ccc(Cn2c(C)nc3c(c2=O)c2nc4ccccc4nc2n3Cc2ccco2)cc1,-42.7
COCCn1nnnc1C(C(C)C)N1CCN(C(=O)c2ccco2)CC1 (configuration not stated),-0.5
C=CCn1c(CC)nc2c(sc3nc4c(cc32)COC(C)(C)C4)c1=O,-3.0
COc1ccc(CC(=O)Nc2ccc(-c3noc(-c4cc(OC)c(OC)c(OC)c4)n3)cc2)cc1,1.8

(more compounds)
molecule	14-3-3 PPI
COc1ccc2cnn(CCOc3ccccc3)c(=O)c2c1OC	-5.8
CN1c2ccc(F)cc2C(C)(C)C12C=Cc1cc([N+](=O)[O-])ccc1S2 (configuration not stated)	-53.2
Cn1c(=O)n(CCC(=O)O)c2ccccc21	4.8
O=C1C2C3c4ccccc4C(C(=O)O)(c4ccccc43)C2C(=O)N1c1ccc(Br)cc1 (configuration not stated)	1.2
CC1(C)CC2(CC(C)(C)N1)OC(=O)N(CCCO)C2(C)O (configuration not stated)	-0.1
Cc1ccnc2nc(C(=O)OCCOc3ccccc3)nn12	-9.3
Cc1cccc(C)c1NC(=O)c1cc(S(=O)(=O)NCCC2=CCCCC2)ccc1F	-1.4
Cc1ccc2nc(NCc3ccccc3)[nH]c2c1	0.6
O=C(CN(Cc1ccccc1Cl)C(=O)c1ccc(CN2CCOCC2)o1)NCc1ccccc1	-5.0
CCN(CC)CC(O)Cn1c(-c2cccc([N+](=O)[O-])c2)nc(=S)c2c1CCCC2 (configuration not stated)	-6.6
NC(=O)C1(N2CCCCC2)CCN(C(=O)CCCn2c(=O)[nH]c3ccsc3c2=O)CC1	0.1
COc1ccc2c(C(=O)CN(C)C3CCCCC3)c[nH]c2c1	-52.1
COc1ccc(NC(=O)CN2CCN(S(=O)(=O)c3ccc(C(C)C)cc3)CC2)c(OC)c1	1.5
CCC(C)C(NS(=O)(=O)c1ccc(C)cc1)C(=O)NCCN1CCOCC1 (configuration not stated)	1.7
COc1ccc(F)cc1CN1CCN(c2cc(C)c(C#N)c3nc4ccccc4n23)CC1	-68.3
CCOC(=O)c1cnc2cc(C)nn2c1C	-3.9
CCOc1ccccc1N1C(=O)C2C3c4ccccc4C(C)(c4ccccc43)C2C1=O (configuration not stated)	10.7
O=C(O)CC(NC(=O)c1ccc([N+](=O)[O-])cc1)c1ccc(F)cc1 (configuration not stated)	6.5
CCOc1ccccc1C1CC(=O)Nc2cc3c(cc21)OCO3 (configuration not stated)	4.8
CCN1CCN(P2(=O)C=C(c3ccccc3)OC(c3ccccc3)=C2)CC1	-2.2
Cc1ccc(CCN2C(=O)CCC2(C)C(=O)NC2CCC(C)CC2)cc1 (configuration not stated)	-7.3
O=C1NC(=O)C(CC(=O)N(Cc2ccco2)C2(C(=O)NC3CCCCC3)CCCCC2)N1 (configuration not stated)	-10.9
CCCCC(C(=O)Nc1ccccc1)N1C(=O)c2ccccc2C1=O (configuration not stated)	3.6
Cc1cc2ncn(C(=O)c3c(-c4ccccc4Cl)noc3C)c2cc1C	9.9&0.0

Random excerpt: three entries already listed, in no set order.
molecule	14-3-3 PPI
Cc1cc2ncn(C(=O)c3c(-c4ccccc4Cl)noc3C)c2cc1C	9.9&0.0
COc1ccc(-n2nc3c(c2NC(=O)c2ccc(OC(C)C)cc2)CS(=O)C3)cc1 (configuration not stated)	-12.8
CCOc1ccccc1C1CC(=O)Nc2cc3c(cc21)OCO3 (configuration not stated)	4.8

(next part)
molecule	14-3-3 PPI
CCc1ccc(CN2CCC(N3CCCC(C)C3)CC2)cc1 (configuration not stated)	-6.2
CCc1ccc(N(C)S(=O)(=O)c2ccc3[nH]cc(C(=O)NCCOC)c(=O)c3c2)cc1	-7.3
COCCCNc1nc(CC(=O)OC)nc2sc(C)c(C)c12	-4.2
O=C(NC(=Nc1ccccc1)N1CCOCC1)Nc1ccccc1	-5.1
CCOC(=O)c1cc2ccc(O)cc2oc1=O	-98.2
O=C1C(=O)N(CCO)C(c2cccc(F)c2)/C1=C(\O)c1ccccc1 (configuration not stated)	-3.8
CCOc1ccccc1N1CCN(C(=O)c2c(-c3ccccc3Cl)noc2C)CC1	1.2
COc1ccc2c(c1)S/C(=C\C(=O)c1ccncc1)N2C	-74.8
CCCOc1cccc(C(=O)Nc2ccc(-c3nc4ccccc4[nH]3)cc2)c1	-6.3
COc1ccc(-n2c(-c3ccco3)n[nH]c2=S)cc1	-4.1&3.3
CCCSc1cccc(C#N)c1C#N	6.0
Cc1ccc(C)c2[nH]c(=O)c(CCNC(=O)c3cc4ccccc4o3)cc12	-0.1
COc1ccc(NC(=O)c2ccc(N3CC4CC(C3)c3cccc(=O)n3C4)c(NC(=O)c3ccc(C(C)(C)C)cc3)c2)cc1Cl (configuration not stated)	-12.3
CCC1(C)Cc2c(sc3nc(SCC(=O)O)n(-c4ccccc4)c(=O)c23)CO1 (configuration not stated)	-6.2
CC1CCCCN1C(=O)C1CCCCN1S(=O)(=O)c1cccc([N+](=O)[O-])c1 (configuration not stated)	-3.4
c1ccc2c(c1)CNc1ccccc1C2	-9.3
COC(=O)c1ccc(N2C(=O)C3ON(c4ccc(Cl)cc4)C(c4ccc(F)cc4)C3C2=O)cc1 (configuration not stated)	-21.8
COc1ccccc1OCC(O)Cn1c(Br)nc2c1c(=O)[nH]c(=O)n2C (configuration not stated)	0.5
CC(=O)/C(C(=N)N1CCN(Cc2ccccc2)CC1)=C(\C)O	-3.7
CC1CCN(C(=O)Cn2cc3c(n2)CCCC3)CC1	-5.6
CCN(CCCNC(=O)CN1C(=O)COc2ccccc21)c1cccc(C)c1	2.2
CCOC(=O)c1cnc2ccc(OC)cc2c1Cl	-9.4
CCCSc1nnc2c(n1)OC(c1cc(OC)c(OC)cc1Br)Nc1ccccc1-2 (configuration not stated)	-16.6
CC1(C)CC(=O)c2c(-c3ccc(F)cc3)n[nH]c2C1	-3.0
COc1ccc(C[n+]2cc(-c3ccc(Cl)cc3)n3ccccc32)cc1	-6.4
COc1cc(C2c3c(n[nH]c3C)C(=O)N2c2ccc(Br)cc2)ccc1O (configuration not stated)	-4.4
O=c1c2cc(F)ccc2oc2ccc(F)cc12	-11.6
C=CCNC(=O)NC(=O)COC(=O)COc1ccc(Br)cc1F	-3.7

A portion of the library; count on the stated rates, not on these rows.
